Screening data as filed in PubChem.
NSD2 HMT inh: NSD2 histone methyltransferase inhibitors, primary screen, biochemical, AlphaScreen, single concentration, set 2; Histone-lysine N-methyltransferase NSD2 (Homo sapiens), O96028; NSD2 peptide methylation, 120 min; inhibition, % at 12.5 µM; hit rate 0.54% among 310,000; AID 743445, 2014; in the data active = inhibition above about 50%
Target sequence (O96028 whole entry, looked up): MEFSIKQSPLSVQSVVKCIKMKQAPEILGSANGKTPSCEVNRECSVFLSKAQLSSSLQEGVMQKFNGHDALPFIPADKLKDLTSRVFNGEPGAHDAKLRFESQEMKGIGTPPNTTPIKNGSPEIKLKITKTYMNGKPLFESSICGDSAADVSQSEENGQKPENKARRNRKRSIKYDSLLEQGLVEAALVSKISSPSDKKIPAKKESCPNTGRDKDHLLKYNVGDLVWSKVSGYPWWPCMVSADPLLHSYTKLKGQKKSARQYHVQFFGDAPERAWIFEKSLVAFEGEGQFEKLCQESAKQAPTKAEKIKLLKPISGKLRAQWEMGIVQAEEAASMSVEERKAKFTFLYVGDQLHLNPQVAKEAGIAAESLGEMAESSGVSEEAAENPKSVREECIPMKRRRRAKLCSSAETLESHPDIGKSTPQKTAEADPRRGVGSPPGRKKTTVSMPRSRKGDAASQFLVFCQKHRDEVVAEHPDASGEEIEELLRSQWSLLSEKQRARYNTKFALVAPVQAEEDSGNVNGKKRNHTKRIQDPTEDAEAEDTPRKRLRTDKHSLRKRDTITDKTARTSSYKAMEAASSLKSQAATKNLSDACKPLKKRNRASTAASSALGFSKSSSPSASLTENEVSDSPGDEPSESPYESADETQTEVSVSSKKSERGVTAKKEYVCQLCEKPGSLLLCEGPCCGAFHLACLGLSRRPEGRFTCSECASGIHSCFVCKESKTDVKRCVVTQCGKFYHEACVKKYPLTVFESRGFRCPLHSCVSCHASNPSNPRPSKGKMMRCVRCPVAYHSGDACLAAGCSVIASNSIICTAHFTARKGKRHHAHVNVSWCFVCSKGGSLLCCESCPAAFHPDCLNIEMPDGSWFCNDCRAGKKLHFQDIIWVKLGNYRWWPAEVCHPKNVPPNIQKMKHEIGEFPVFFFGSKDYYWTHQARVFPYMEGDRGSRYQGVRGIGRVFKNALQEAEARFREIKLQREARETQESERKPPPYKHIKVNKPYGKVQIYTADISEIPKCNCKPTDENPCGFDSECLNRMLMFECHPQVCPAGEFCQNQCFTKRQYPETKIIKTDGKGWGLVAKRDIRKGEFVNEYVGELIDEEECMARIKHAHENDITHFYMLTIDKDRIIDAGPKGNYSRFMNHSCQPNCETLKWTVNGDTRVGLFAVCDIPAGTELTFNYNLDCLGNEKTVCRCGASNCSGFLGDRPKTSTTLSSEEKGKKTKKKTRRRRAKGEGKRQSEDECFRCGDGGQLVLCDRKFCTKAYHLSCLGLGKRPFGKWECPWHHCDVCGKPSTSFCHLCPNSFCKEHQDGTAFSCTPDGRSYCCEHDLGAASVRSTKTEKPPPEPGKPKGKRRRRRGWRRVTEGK
SR-BI DiI-HDL act: activators of SR-BI mediated DiI-HDL uptake, primary screen, ldlA[mSR-BI] CHO cells, DiI fluorescence; 3 h; 100 = double the neutral-control signal; activation, % at 12.5 µM; hit rate 0.096% among 320,000;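 active = mean replicate activation of at least 60% and every replicate at or above 60%; inconclusive = mean or all-replicate condition met, but not both; inactive = mean below 60% and not all replicates reaching 60%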;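 note: 0% = median plate neutral-control signal and 100% = twice that signal; values of inactives mirror those of a sister screen read the other way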
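material = CHO ldlA[mSR-BI] cells | medium = Ham's F12 with 0.5% BSA, HEPES 25 mM, pH 7.4 | reagent = fluorescent DiI-HDL, 10 µg/mL final | compound dosing = single-point compound dose | incubation = 3 h, 37 °C | measured by = bottom-read fluorescence, 550/595 nm | measure = HDL uptake via cellular fluorescence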
PvdQ acylase: P. aeruginosa PvdQ acylase inhibitors, primary screen, biochemical, fluorescence, plate reader and imaging, single point. PvdQ acylase [Pseudomonas aeruginosa LESB58]. purified PvdQ acylase. inhibition, % at 10 µM. hit rate 0.063% among 340,000. AID 488965, 2010; in the data active = inhibition above about 30%, passing the limit was not always enough; inconclusive = no clear call, values can overlap the other calls;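 note: 0% = vehicle neutral wells and 100% = reference inhibitor wells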
CAL PDZ FP-1: CAL PDZ peptide-binding inhibitors, primary screen, biochemical, fluorescence polarization, Cer-tagged CAL PDZ, HTS. Golgi-associated PDZ and coiled-coil motif-containing protein (Homo sapiens), Q9HD26. purified CAL PDZ, TMR-peptide fluorescence polarization, 1 h. inhibition, % at 20 µM. hit rate 0.02% among 330,000. AID 504414, 2011;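 active = highest replicate inhibition of at least 40%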;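 note: plate controls were DMSO neutral control wells for no effect and unlabeled competitor peptide control wells for full effect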
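System: tagged CAL PDZ domain. Schedule: 1 h room-temperature incubation prior to read. Signal: fluorescence polarization (mP). Measure: percent inhibition from loss of millipolarization.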
PfHsp90 set2: growth inhibition of PfHsp90-expressing yeast, primary screen, antimalarial PfHsp90 inhibitor project, S. cerevisiae, BacTiter-Glo luminescence, single point, set 2. BacTiter-Glo ATP, 48 h; yeast lacking PDR1 and PDR3 efflux regulators. inhibition, % at 9.4 µM. hit rate 0.32% among 310,000. AID 504621, 2011;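 active = every replicate shows inhibition above about 80%, whatever the replicate mean, limit read from the data; inconclusive = mean inhibition reaches the set limit but some replicate falls short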;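 note: 0% = DMSO neutral controls and 100% = 20 µM radicicol positive controls; yeast relying on Plasmodium falciparum Hsp90 in place of its own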
CAL PDZ FP-2: untagged CAL PDZ binding inhibitors, primary screen, biochemical, fluorescence polarization, HTS | inhibition, % at 24.9 µM | Golgi-associated PDZ and coiled-coil motif-containing protein (Homo sapiens), Q9HD26 | hit rate 0.92% among 300,000 | AID 602252, 2012 | purified CAL PDZ, TMR-peptide fluorescence polarization, 1 h;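 active = mean inhibition of at least 30% with at least half of replicates also reaching 30%; inconclusive = no clear call, values can overlap the other calls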;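 note: 0% = DMSO neutral control and 100% = excess unlabeled competitor peptide PRC23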
MITF act: activators of MITF-driven TRPM1 promoter reporter, primary screen, cell-based, SK-MEL-5, luciferase, single point; SK-MEL-5 TRPM1-promoter luciferase, 24 h; % of positive control, neutral wells = 0; activation, % at 12.5 µM; hit rate 0.75% among 300,000;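 active = mean activation of at least 80% with every replicate also reaching 80%; inconclusive = mean reaches 80% but some replicate falls short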;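 note: 0% = neutral control wells and 100% = parthenolide positive control wells; values of inactives mirror those of a sister screen read the other way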
dFosB act: activators of delta FosB homodimer, primary screen, biochemical, fluorescence polarization, TAMRA-CDK5 oligo, single point; Protein FosB (Mus musculus), P13346; activation, % at 25 µM; purified delta FosB; percent of positive-control signal above neutral wells; hit rate 0.99% among 340,000;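 active = mean activation above about 17%, with every replicate also reaching it, limit read from the data, passing the limit was not always enough; inconclusive = only one of the two conditions met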;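 note: fluorescence polarization rise as delta FosB binds a TAMRA Cdk5 AP-1 oligo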
Rtt109 HAT inh: inhibitors of C. albicans Rtt109/Vps75 HAT, primary screen, biochemical, ThioGlo CoA-SH fluorescence, plate reader. purified Rtt109/Vps75, 4 h. inhibition, % at 34.9 µM. hit rate 0.16% among 330,000. Histone acetyltransferase RTT109 (Candida albicans (strain SC5314 / ATCC MYA-2876)), …;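 active = inhibition of at least 50% in every replicate; inconclusive = best replicate reaches 50% inhibition but some replicates fall short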
SR-BI DiI inh: inhibitors of SR-BI mediated HDL lipid uptake, primary screen, ldlA[mSR-BI] cells, fluorescence, single point; Scavenger receptor class B member 1 (Mus musculus), Q61009; ldlA[mSR-BI] CHO cells, DiI-HDL uptake fluorescence, 3 h; inhibition, % at 12.5 µM; hit rate 0.96% among 320,000;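 active = mean replicate inhibition of at least 70% and a set share of replicates each scoring 70 or more; inconclusive = meets just one of the two criteria; inactive = fails both criteria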;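 note: 0% = median of neutral control wells and 100% = median of positive control wells; values of inactives mirror those of a sister screen read the other way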
* = called active by the depositor; ? = inconclusive; / = no result given.

SMILES	NSD2 HMT inh	SR-BI DiI-HDL act	PvdQ acylase	CAL PDZ FP-1	PfHsp90 set2	CAL PDZ FP-2	MITF act	dFosB act	Rtt109 HAT inh	SR-BI DiI inh
CCOc1ccccc1NC(=O)CSc1nc(N)c(C#N)cc1C#N	0	16	-6	-0.1	12	-3	-6	5	-1	-16
CCOC(=O)COc1ccc(S(=O)(=O)NC2CC2)cc1	-4	20	-3	0.2	-12	-1	/	-2	13	-20
CCN(CC)CCC(c1cc(OC)c(OC)c(OC)c1)c1c(OC)cc(OC)c2ccc(=O)oc12 (stereo unspecified)	/	13	1	-0.7	-3	-3	1	2	3	-13
CCCNC(=O)Cn1c(=O)/c(=C/c2ccc(-c3cccc([N+](=O)[O-])c3)o2)s/c1=C\C(=O)C(C)(C)C	4	-1	-4	0.4	-27	-4	9	-4	3	1
C/C(=N\O)c1ccccc1C(=O)O	-3	19	-14	-0.9	6	-2	-4	-7	4	-19
COc1cccc2sc3cc(NCc4ccc5c(c4)OCO5)ccc3c(=O)c12	/	-22	-2	-1.7	0	1	53	2	-12	22
O=C(c1cccc(S(=O)(=O)Nc2ccc(F)cc2)c1)N1CCCC1	-2	18	-12	-0.7	4	-3	6	0	10	-18
CCc1cccc(C)c1NC(=O)CCNC(=O)c1cccc(C)c1	0	12	1	-0.2	-18	/	4	-5	12	-12
CCN1CCN(CCNC(=O)CCCn2nc(C)c3c(C)n(-c4ccc(C)cc4)nc3c2=O)CC1	10	/	-5	-2.1	-18	-5	-7	-16	-4	/
C/C(=N\NC(=O)c1nnn(-c2nonc2N)c1C)c1ccc(OCc2ccccc2)cc1	6	13	3	-0.6	8	1	?	3	-3	-13
Cc1cccc(C)c1NC(=O)C/C(N)=N/O	9	11	2	-0.1	-1	-2	-13	-4	3	-11
CCN(C(=O)CSc1nnc(-c2cccs2)o1)C1CCS(=O)(=O)C1 (stereo unspecified)	-2	21	-14	1.6	2	-1	1	-2	4	-21
Cc1ccc(CNC(=O)c2ccc(Cl)cc2[N+](=O)[O-])cc1	-1	-9	0	-0.9	19	-2	-3	1	-4	9
CCOC(=O)N1CCN(c2nc(-c3ccccc3)c3ccccc3n2)CC1	/	-23	-2	-0.7	-22	-1	-9	-7	/	23
Cc1ccccc1/C=C\c1nc(O)c([N+](=O)[O-])c(=O)[nH]1	5	16	-9	-0.2	-11	-5	-19	-2	0	-16
CCCCN1C(=O)N(C)C2NC(=O)NC21 (stereo unspecified)	7	17	-11	-1.2	-21	/	2	-5	6	-17
Cc1nc(SCC(=O)Nc2nccs2)c(C#N)c(C)c1C	-1	-5	0	-1.4	1	/	-45	-6	-1	5
COc1ccc(-c2cn(-c3ccccc3)nc2CO)cc1	-1	-41	-6	-2.0	-119	-2	58	-12	2	41
O=C(CN(CC1CCCO1)C(=O)CNS(=O)(=O)c1ccc(Cl)cc1)NC1CCCCC1 (stereo unspecified)	-1	4	-8	-2.2	-12	-5	6	-2	-7	-4
CCCC[C@@H]1CN=C(N)N1CCCC	/	8	-14	-1.4	-10	-3	19	-2	-25	-8
C=CCNC(=O)CN1C2CCCC1CC(NC(=O)c1ccccc1C)C2 (stereo unspecified)	0	21	-5	-1.5	/	10	/	-10	10	-21
COc1ccc(CCNC(=O)Cc2ccc(OCc3ccccc3)c(OC)c2[N+](=O)[O-])cc1OCc1ccccc1	1	-54	-15	/	9	5	-2	-13	6	54
CN(C)c1ccc(C(=O)NCC2CCCO2)cc1 (stereo unspecified)	/	0	-21	-5.4	-13	0	42	-1	-4	0
CCC(C)(C)n1nnnc1C(c1cc2cccc(C)c2[nH]c1=O)N1CCN(C(=O)c2ccco2)CC1 (stereo unspecified)	4	15	-14	-0.2	-5	1	4	0	-3	-15
CCOc1ccc(Nc2nc(N3CCOCC3)nc(N3CCOCC3)n2)cc1	-1	-46	12	0.0	5	-3	/	-4	5	46
Cn1cc(S(=O)(=O)N2CCN(Cc3ccccc3)CC2)c(=O)n(C)c1=O	/	-1	11	-0.4	-5	/	/	-6	12	1
CCOC(=O)c1sc(NC(=O)CNCc2cccnc2)c(C(=O)OCC)c1C	1	-11	-1	1.3	1	-1	22	2	-7	11
Brc1cccc(/C=N/Nc2nn[nH]n2)c1	-1	2	-12	-0.4	4	-7	-36	2	/	-2
C(=N\n1cnnc1)/C1CCCCC1	-1	7	4	-0.2	-4	8	-7	6	6	-7
Cn1c(=O)c([N+](=O)[O-])c(-n2cnc3ccccc32)c2ccccc21	15	-15	-9	0.2	3	/	/	-9	-5	15
Nc1ncnc2c1ncn2[C@@H]1O[C@H](CNS(=O)(=O)c2ccc(-c3ccno3)s2)[C@@H](O)[C@H]1O	/	6	-10	0.0	28	-1	10	4	2	-6
COC(=O)CCN1CCN(S(=O)(=O)c2cccc(Br)c2)CC1	-1	4	-13	-0.1	4	15	2	-2	-2	-4
CN(CC(=O)Nc1ccccc1C(F)(F)F)C(=O)COc1cccnc1[N+](=O)[O-]	-1	13	-15	-4.2	9	-4	-7	-2	1	-13
COCCNC(=O)c1cc(-c2ccc3c(c2)OCO3)on1	-6	17	-6	0.2	23	1	15	-4	-7	-17
COc1ccc(C2NC(=O)c3ccccc3N2)cc1 (stereo unspecified)	0	16	-7	-1.7	7	-3	16	0	1	-16
CC1(C)Cc2c(sc3nnn(Cc4ccccc4)c(=O)c23)CO1	-2	-58	2	-0.7	-47	-5	-1	-2	2	58
CS(=O)(=O)c1ccc2nc(NC(=O)CN3C(=O)C4CC=CCC4C3=O)sc2c1 (stereo unspecified)	-2	7	-6	20	3	-3	2	6	6	-7
COc1cc(CCC(=O)Nc2sccc2C#N)cc(OC)c1OC	-4	/	4	0.2	26	0	5	5	-2	/
CCOC(=O)c1c(C)[nH]c(C(=O)CC(=O)OC)c1C	-1	38	-1	-2.4	5	-4	12	-3	-3	-38
Cn1cc(Cl)c(C(=O)Nc2nccs2)n1	-6	/	3	-0.1	-7	/	26	-1	-11	/

Complete entries, quoted from the list. Screens in order: NSD2 HMT inh	SR-BI DiI-HDL act	PvdQ acylase	CAL PDZ FP-1	PfHsp90 set2	CAL PDZ FP-2	MITF act	dFosB act	Rtt109 HAT inh	SR-BI DiI inh
`CC1(C)Cc2c(sc3nnn(Cc4ccccc4)c(=O)c23)CO1` as listed: -2	-58	2	-0.7	-47	-5	-1	-2	2	58
`CCOC(=O)c1c(C)[nH]c(C(=O)CC(=O)OC)c1C` as listed: -1	38	-1	-2.4	5	-4	12	-3	-3	-38
`COc1ccc(CCNC(=O)Cc2ccc(OCc3ccccc3)c(OC)c2[N+](=O)[O-])cc1OCc1ccccc1` as listed: 1	-54	-15	/	9	5	-2	-13	6	54

As entered above.
For SR-BI DiI inh, `CS(=O)(=O)c1ccc2nc(NC(=O)CN3C(=O)C4CC=CCC4C3=O)sc2c1` (stereo unspecified) is entered as -7
For SR-BI DiI inh, `Cn1c(=O)c([N+](=O)[O-])c(-n2cnc3ccccc32)c2ccccc21` is entered as 15
For PfHsp90 set2, `Nc1ncnc2c1ncn2[C@@H]1O[C@H](CNS(=O)(=O)c2ccc(-c3ccno3)s2)[C@@H](O)[C@H]1O` is entered as 28
For dFosB act, `CC1(C)Cc2c(sc3nnn(Cc4ccccc4)c(=O)c23)CO1` is entered as -2
For Rtt109 HAT inh, `Cn1cc(S(=O)(=O)N2CCN(Cc3ccccc3)CC2)c(=O)n(C)c1=O` is entered as 12

Next section.
SMILES	NSD2 HMT inh	SR-BI DiI-HDL act	PvdQ acylase	CAL PDZ FP-1	PfHsp90 set2	CAL PDZ FP-2	MITF act	dFosB act	Rtt109 HAT inh	SR-BI DiI inh
O=C(CCc1nc2ccccc2s1)OCC(=O)c1ccccc1	-1	15	-8	-2.5	-23	2	3	3	1	-15
COc1ccc(-n2c(SCC(=O)Nc3cc(C(=O)O)ccc3C)nc3ccccc3c2=O)cc1Cl	-1	/	-16	-5.4	9	-3	0	0	0	/
CC(C)C(NC(=O)CN(c1ccc2c(c1)OCCO2)S(=O)(=O)c1ccccc1)C(C)C	-1	44	-12	-5.8	6	-15	/	-12	12	-44
O=C(Cc1ccc(-c2ccccc2)cc1)Nc1ccccn1	1	-3	-6	0.3	-104	1	69	-4	-6	3
Cc1cc(N2CCN(c3ccccc3)CC2)n2cc(-c3ccccc3)nc2n1	0	9	-4	-3.4	3	-3	/	-13	23	-9
Cc1cc(C(C)(C)C)cc(C)c1COC(=O)c1cccnc1	-5	/	3	-0.3	-5	/	-14	-4	1	/
COc1ccc2c(CCNC(=O)/C=C/c3ccc(OC)c(OC)c3)c[nH]c2c1	1	-12	-3	0.3	5	-1	12	-6	-6	12
C/C(Sc1nnc(Cc2ccccc2)o1)=C(\O)c1ccccc1	-3	/	-13	-0.1	-4	-1	-3	6	-1	/
CC(=O)c1ccc(NC(=O)c2ccc(CSc3ccccc3)o2)cc1	-1	-19	-7	-3.0	-12	-3	17	-19	-1	19
CSc1ccccc1NC(=O)CN(C)C(=O)c1ccc(NC(=O)c2cccs2)cc1	2	-40	-10	-2.7	-6	-3	-1	-9	-4	40
